mcGAS inh = cyclic GMP-AMP synthase inhibitors, mouse, primary biochemical chemiluminescence. AID 1259399, 2018. inhibition, % at 12.5 µM. hit rate 0.15% among 160,000. Q8C6L5. recombinant cGAS, Kinase-Glo ATP depletion luminescence;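 note: 0% = negative control wells and 100% = reference inhibitor with no enzyme activity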
hcGAS inh = Primary biochemical luminescence assay for human cyclic GMP-AMP synthase inhibitors; recombinant h-cGAS, ATP depletion, Kinase-Glo luminescence; AID 1259398, 2018; inhibition, % at 12.5 µM; Q8N884; hit rate 0.081% among 290,000;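 note: 0% = vehicle reaction and 100% = reaction without DNA for no activity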
Target sequence (Q8N884 whole entry, looked up): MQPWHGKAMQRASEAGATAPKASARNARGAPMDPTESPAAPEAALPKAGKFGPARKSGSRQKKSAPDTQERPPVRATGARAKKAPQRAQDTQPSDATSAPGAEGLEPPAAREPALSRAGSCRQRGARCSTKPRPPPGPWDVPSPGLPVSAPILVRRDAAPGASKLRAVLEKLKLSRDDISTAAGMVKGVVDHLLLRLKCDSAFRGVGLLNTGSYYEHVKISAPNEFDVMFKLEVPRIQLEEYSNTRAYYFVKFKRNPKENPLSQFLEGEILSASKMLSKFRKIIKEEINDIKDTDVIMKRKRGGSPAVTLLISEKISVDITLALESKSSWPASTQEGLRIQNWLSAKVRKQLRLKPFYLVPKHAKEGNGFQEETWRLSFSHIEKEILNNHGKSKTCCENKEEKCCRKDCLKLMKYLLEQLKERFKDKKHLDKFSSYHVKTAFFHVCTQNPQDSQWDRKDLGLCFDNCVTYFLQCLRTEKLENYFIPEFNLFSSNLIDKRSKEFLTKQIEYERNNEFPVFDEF
NPYLR7 agonist = agonists of mosquito NPYLR7 receptor, primary screen, cell-based, Aedes aegypti, calcium fluorescence, mosquito biting behavior; Aedes aegypti neuropeptide Y-like receptor 7 (NPYLR7); HEK293T NPYLR7/Galpha15, GCaMP6s calcium fluorescence; activation, % at 10 µM; hit rate 0.15% among 270,000; in the data active = activation above about 40%;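 note: 0% = vehicle and 100% = reference agonist at the receptor; some compounds past the cut are filed as inactive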
An asterisk follows results filed as active; nt = not tested or not shown; & = joins results of further samples. Cut-off read from the data, not from the text of the source, unless noted: active = inhibition above about 40%; inactive = the rest.

SMILES	mcGAS inh	hcGAS inh	NPYLR7 agonist
CCCCCOc1ccc(C(=O)NCCc2ccncc2)cc1OCCCCC	nt	-9	-8
O=C(C1CCC1)N1CCN(c2nc(-c3ccco3)nc3cc(Cl)ccc23)CC1	-8	-8	-1
Cc1ccc(NC(=O)c2ccc(CN3CCN(C)CC3)cc2)cc1Nc1nccc(-c2cccnc2)n1	nt	-2&-5	-2&3
Cc1cccc(CNC(=O)C(C2CCCC2)N2CCN(C(=O)c3ccc(F)cc3)CC2)c1 (stereo not drawn)	nt	2	0
COc1ccc(CC(=O)N2C[C@H](C(N)=O)[C@H]3c4ccccc4N(CC(=O)N(C)C)C(=O)[C@]32C)cc1	0	11	10
Cc1cc(N2N=C(c3ccccc3)CC2c2ccccc2)nc(-c2ccccc2O)n1 (stereo not drawn)	-7	-8	5
CCSc1ncccc1C(=O)N1CCN(Cc2cc(=O)c(OCc3ccc(-c4ccccc4C#N)cc3)co2)CC1	-6	-3	3
Nc1nnc(SC(c2ccccc2)c2ccc(Cl)cc2)s1 (stereo not drawn)	-17	-5	-1
Cc1cc(CNC(=O)NC2CCCC2)cc(C)c1O	nt	-5	4
COc1ccc2c(c1)C1(SCCN1C(=O)Nc1cccc(Cl)c1)C(=O)N2Cc1c(F)cccc1F (stereo not drawn)	-5	-3	6
CCOC(=O)C1(CCCc2ccccc2)CCN(C(=O)CC2=CCCCC2)CC1	-8&-3	-4&-4	15&3
CC(=O)c1ccc(OCC(=O)NCCN2C(=O)SC(=Cc3cccc(Cl)c3Cl)C2=O)cc1	-6	-5	-5
CS(=O)(=O)Oc1ccc(Cl)cc1CN(CC1CCCO1)C(=O)c1cccs1 (stereo not drawn)	-4	-4	0
COc1ccc(/C=N\NC(=O)CSc2nnc(-c3ccc(OC)c(OC)c3)n2-c2ccccc2)cc1OC	-4	-5	6
FC(F)(F)Oc1cccc(-c2nc3c(NCc4ccccc4)nccc3[nH]2)c1	-7	-5	-5
Cc1ccc(OCC2CN(C(=O)Cc3ccccc3C)CCO2)cc1 (stereo not drawn)	nt	-10	18
CN(c1nc(N)c([N+](=O)[O-])c(N(C)C2CCCCC2)n1)C1CCCCC1	nt	-12	7
CCOc1cc(/C=N\n2cnnc2)ccc1OCc1ccccc1C#N	nt	-5	3
CCOCCCN1C(=O)C(=Cc2ccccc2O)NC1=S	nt	1	120*
Cc1cc(C)cc(N2C(=O)C3N=NN(c4ccc(F)cc4)C3C2=O)c1 (stereo not drawn)	4	0	nt
CC(c1cc(Cl)ccc1Cl)n1nccc1N (stereo not drawn)	nt	1	-4
CN(Cc1nc2ccccc2s1)Cn1nc(-c2ccccc2)n(C)c1=S	-5	-5	0
CCOCCCn1c(SCC(=O)NCc2ccco2)nc2cc(C(=O)OCC)ccc21	-6	-8	6
CC(C)(C)NC(=O)Cn1nc(-c2ccccc2)c2sc(N3CCCCC3)nc2c1=O	-2	-5	-2
CC1CCN(Cc2csc(NC(=O)c3ccc(Br)cc3F)n2)CC1	-8	-5	1
COc1ccc(CCN(Cc2ccc(C)o2)C(=O)CN(CC2CCCO2)C(=O)c2ccc(F)cc2)cc1OC (stereo not drawn)	-6	-3	nt
Cc1ccnc(SCc2cc(=O)c(OC(=O)c3ccccc3[N+](=O)[O-])co2)n1	-8	-8	-10
CC(C)(C)OC(=O)N1CCN(C(=O)/C=C/c2ccc(Cl)cc2)CC1	nt	2	-5
Cc1nn(-c2ccc(N3CCCC3)nn2)c2c1C(c1ccc(O)c(O)c1)CC(=O)N2 (stereo not drawn)	nt	-2	-14
c1cc(-c2nc(CN3CCSC4COCCC43)no2)cs1 (stereo not drawn)	nt	-5	1
CC(C)N(Cc1cnn(C)c1)C(=O)CCSc1ccc2c(c1)OCCO2	-14	-3	6
CC(C)CN1C(=O)N(Cc2ccccc2)C2(CCN(C3CCOCC3)CC2)C1=O	-7	-23	17
OC(COc1cc(Cl)c(Cl)cc1Cl)CN1CCN(c2ncccn2)CC1 (stereo not drawn)	nt	1	0
CCOc1ccc(C(=O)n2cnnc2N)cc1	-8	-4	2
FC(F)(F)Cn1c(-c2ccccc2)cn(CN2CCOCC2)c1=S	nt	1	1
O=C(NCCn1ncc2c(=O)n(Cc3ccc(Cl)cc3)cnc21)c1cc2ccccc2o1	-9	-8	-4
COc1cccc2c(C)c(C(=O)NC3CCC4(CC3)OCCO4)oc12	nt	3	-6
Cc1cc(NC(=O)CN2CCCc3c2[nH]c2ccccc32)nn1-c1ccccc1	-2	-1	-5
Cn1ncc(C(=O)N(Cc2nc3cc(Cl)ccc3o2)C2CCCC2)c1Cl	-5	-4	-1
O=C(C1CCCCC1)N1CCN(c2cc(Oc3ccc(F)c(F)c3)ncn2)CC1	-5	-5	7
CC(=O)Nc1cc(C(C)(C)C)ccc1C(C)(C)C	nt	-1	-8
C/C=C(\C)C(=O)N1CCc2c(sc(S(=O)(=O)Nc3ccc(F)cc3)c2C(=O)OC)C1	-12	-12	15
CCc1ccc2oc(-c3ccc(NC(=O)c4cccc5ccccc45)cc3)nc2c1	-6	0	0
Cc1ccc2[nH]nc(C(=O)N3CCC(c4cc(C(C)C)n[nH]4)CC3)c2c1	nt	6	-3
CCn1c(SCC(=O)N/N=C\c2cccc(OC)c2O)nc2ccccc21	-9	-5	2
CCOC(=O)c1c(-c2cccs2)csc1NC(=O)CCCl	nt	-5	-6
COc1ccc(Cl)c2sc(N(CCN3CCOCC3)C(=O)c3cc(C)nn3C)nc12	-5	-5	1
CCOP(=O)(Cc1ccc(NS(=O)(=O)c2cccc(C)c2)cc1)OCC	0	-1	-23
COc1ccc(CCOc2nc(-c3ccco3)n(-c3ccc(NC(=O)c4cccc([N+](=O)[O-])c4)cc3)n2)cc1	0	-1	20
O=C(Nc1cnn(CC(F)F)c1)N1CCCCCC1c1ccco1 (stereo not drawn)	nt	2	-24
O=C(Cn1ncc2ccccc21)N1CC(=O)N(C2CCCCC2)CC(OCc2cccnc2)C1 (stereo not drawn)	-14	-2	13
OC1(Cc2cc(-c3ccccc3)no2)CCN(Cc2ccc3c(c2)OCCO3)CC1	nt	-8	15
CC(C#N)OC(=O)c1cc2ccccc2s1 (stereo not drawn)	nt	3	-1
CCCn1nc(C(=O)Nc2cccc(S(=O)(=O)N3CCCCCC3)c2)ccc1=O	nt	-7	5
C=CCN(Cc1nc2sc(C)c(C)c2c(=O)[nH]1)CC(O)COCc1ccco1 (stereo not drawn)	-7	-6	8
Cc1cc(C2CCC2)nc(N2CCC(c3nnc(CN(C)C)n3C)CC2)n1	-6	-15	nt
CCCc1cc(=O)n(CC(=O)Nc2cccc([N+](=O)[O-])c2)c(-n2nc(C)cc2C)n1	-9	-14	3
CC(=O)Nc1nc(C(=O)OC(C)C(=O)NC(C)(C#N)C(C)C)cs1 (stereo not drawn)	nt	1	4
O=C(NCCCn1nc(-c2cccnc2)ccc1=O)c1ccc(Cl)cc1	nt	-8	12
CCN(CC)c1onc(-c2ccc(F)cc2)c1CN(Cc1ccco1)C(C)=O	-4	-4	4
(list continues)
SMILES	mcGAS inh	hcGAS inh	NPYLR7 agonist
CN(Cc1cccc2cnccc12)CC1CCN(CCc2ccc(F)cc2)CC1	-9	-9	-1
CC(C)N=c1ccccn1C(=O)c1cc(=O)[nH]c2ccccc12	nt	-7	2
O=C(c1csc(=Nc2ccccn2)n1Cc1cccs1)N1CCC2(CCOC2=O)C1 (stereo not drawn)	nt	-2	10
O=C(C=Cc1ccsc1)N1CCN(S(=O)(=O)c2cc(Cl)ccc2Cl)CC1	nt	1	-1
COc1cc(C(=O)Nc2nnc(C(C)C)s2)cc(OC)c1OC	nt	1	-7
COc1ccc(N2CCN(c3nc(SCc4ccc(C(=O)NCCN(C)C)cc4)nc(C)c3C)CC2)cc1	-4	-5	8
CC(=O)N1CCC(NC(=O)C2CC3CCC2C3)C1 (stereo not drawn)	nt	-19	-1
Cc1ccc(OCc2cc(C(=O)N3CCCCC3c3nccs3)no2)cn1 (stereo not drawn)	nt	-9	2
Cc1nc(CNC(=O)c2cn(-c3ccccc3)nc2C(C)(C)C)no1	nt	-7	8
COc1ccc(Cl)cc1C(=O)Nc1nnc(SCC(=O)Nc2ccc(Br)cc2)s1	nt	-3	-6
Cc1ccccc1S(=O)(=O)NCC1CCN(Cc2cnn(C)c2)C1 (stereo not drawn)	nt	-9	-5
CC1(C(=O)N2CCC(c3c[nH]c4ncccc34)CC2)CC1(Cl)Cl (stereo not drawn)	-12	-6	11
CCc1nc(C)c(C(=O)NCc2cc(-c3cccnc3)no2)s1	-1	0	0
COc1ccccc1-c1cc(C(=O)NCCCN2CCCCC2C)n2nc(-c3ccc(Cl)cc3)cc2n1 (stereo not drawn)	-7	-8	15
CC1CN(c2nc(Cc3ccccc3)ns2)CCN1C(=O)Nc1ccc(C(F)(F)F)cc1 (stereo not drawn)	-1	1	-4
Cc1cc(C)n(C(C)CC(=O)N2CCN(CCOC(C)C)CC2)n1 (stereo not drawn)	nt	-1	3
CCOC(=O)CCNC(=O)N1CC[C@@H]2CC[C@H](C1)N2C	nt	-1	13
Cc1cc(CN2CCC(N(C)CC(=O)NC(C)C3CC4CCC3C4)CC2)on1 (stereo not drawn)	nt	-12	6
CN(C)CCCNC(=O)c1cc(NC(=O)c2ccccc2Br)ccc1N1CCCC1	-4	-5	-4
CO[C@H]1CN(C(C)C)[C@H]1C1CCN(C(=O)C2CC2)CC1	-2	4	nt
CC(=O)Nc1nc(-c2cc3cc(Cl)ccc3oc2=O)cs1	1	0	-1
CCOC(=O)NN=C1CC(C)(C)NC(C)(C)C1	-5	-8	nt
COc1ccc(C)c2sc(=NC(=O)C3=COCCO3)n(C)c12	-1	8	2
CCn1c(SCCC(N)=O)nnc1-c1cccs1	nt	-7	-7
O=c1c([N+](=O)[O-])c(O)n(-c2ccccc2)c(=O)n1-c1ccccc1	nt	-5	6
Cc1ccccc1C1(O)CCN(Cc2cnc(N3CCCC3)nc2)C1 (stereo not drawn)	nt	-4	5
COc1cc(F)c(C(C)NC(=O)N(C)CC2CCC2)cc1OC (stereo not drawn)	-15	-6	-1
CC(=O)Cn1cnc2sc3c(c2c1=O)CCC(C)C3 (stereo not drawn)	nt	-5	1
Cc1ccc(CN(C)C(=O)Cc2c(C)nc3[nH]n(C)c(=O)c3c2C)o1	nt	-4	0
CCCNC(=O)C1(C)CCCN(C=C2N=C(c3c(C)noc3C)ON2)C1 (stereo not drawn)	-1	3	1
CS(=O)c1cccc(NC(=O)NCC2(C)CCCS2)c1 (stereo not drawn)	nt	-7	3
CCC(c1ccc(OC)cc1)N(CC)C(=O)c1ccc2c(c1)nnn2C (stereo not drawn)	-10	0	-2
C1CCc2c(c(N3CCOCC3)nc3sc4c(NCCN5CCOCC5)nnnc4c23)C1	0	4	-3
CCCn1c(=O)c2c(nc3n2CCCN3c2ccc(OC)cc2OC)n(C)c1=O	-9	-6	nt
Cc1ncc(CO)c(CN(Cc2cnn(C)c2)C2CC2)c1O	nt	1	-3
COCCN(CCC(=O)NCc1ccco1)c1nc(-c2ccccc2)nc2ccccc12	-9	-3	-2
COC(=O)CSc1nc(C)cc(C)c1C#N	-1	-2	1
COc1ccc(NC(=O)N2CCC3(CC2)SCCN3C(=O)c2ccc(OC)cc2)cc1	-5	-7	2
COc1cccc(C(=O)N(Cc2nccn2Cc2ccc(Cl)cc2Cl)C2CC2)c1	-9	-3	nt
CN1CCCN(C(=O)CSCc2ccccc2Cl)CC1	-11	-8	2
COc1ccc(CN(C)C(=O)CC2NC(=O)c3ccccc32)c2cccnc12 (stereo not drawn)	nt	-6	2
CC1(C)CC2CC(C)(CN2C(=O)c2cc3ccsc3n2CCCc2ccccc2)C1 (stereo not drawn)	-3	-4	10
Cc1ccc(C2SCC(=O)N2CCO)cc1 (stereo not drawn)	-4	-1	-2
C=CCN(Cc1nc2sc3c(c2c(=O)[nH]1)CCN(Cc1ccccc1)C3)CC(O)COCC(C)C (stereo not drawn)	-4	-10	5
Cc1nc(N2CCN(C3CCOCC3)CC2)cc(-n2cccn2)n1	-8	-5	-5
Cc1cccn2c(=O)nc(SCC(=O)N3CCc4ccccc43)nc12	nt	0	28
Cc1cc(C)cc(C(=O)N2CCN(Cc3nc4ccccc4s3)CC2)c1	1	-3	-6

Screening data as filed in PubChem.
